# Assay outcomes deposited in PubChem BioAssay by National Center for Advancing Translational Sciences (NCATS).
# PI5P4K alpha inh: qHTS for Inhibitors of phosphatidylinositol 5-phosphate 4-kinase (PI5P4K); PI5P4Kalpha enzyme, ADP-Glo luminescence, 60 min; hits give low values; max response, %; hit rate 1.2% among 330,000; active = max response of -50% or lower; inconclusive = between -30% and -50%; inactive = -30% or higher; also: value at the top dose of about 77 µM; % is scaled to controls: 0 for no effect and ±100 for the full control effect
# Target sequence (P48426 whole entry, looked up): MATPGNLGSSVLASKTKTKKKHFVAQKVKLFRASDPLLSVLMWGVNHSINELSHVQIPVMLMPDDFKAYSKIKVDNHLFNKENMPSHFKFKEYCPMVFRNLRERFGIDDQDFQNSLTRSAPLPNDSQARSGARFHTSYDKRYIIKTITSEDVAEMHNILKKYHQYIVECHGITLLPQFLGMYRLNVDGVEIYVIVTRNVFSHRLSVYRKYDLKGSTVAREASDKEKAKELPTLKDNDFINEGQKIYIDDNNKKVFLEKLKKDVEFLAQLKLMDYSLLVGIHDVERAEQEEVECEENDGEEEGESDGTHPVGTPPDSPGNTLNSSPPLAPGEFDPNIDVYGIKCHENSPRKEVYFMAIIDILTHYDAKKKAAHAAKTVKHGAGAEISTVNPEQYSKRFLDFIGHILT
#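 PI5P4Kalpha ADP-Glo assay; 5 microM ATP final; 60 min RT reaction; HEPES pH 7.4/EGTA/CHAPS, 5% DMSO; controls lacking substrate or enzyme; luminescent end-point.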
# EPAC1 agonist: qHTS for Agonist of cAMP-regulated guanine nucleotide exchange factor 3 (EPAC1): primary screen. AID 720707, 2013. EPAC1 agonist qHTS, biochemical assay; response scale: 100% = response to 6.5 mM cAMP. hit rate 0.073% among 360,000. Potency, µM (highest dose often 154 µM), for inactives: top-dose activation, actives largely listed as activators; also: potency is read from the fitted curve at half-maximal effect; nearly all actives have a fitted effect of over 60% in size
#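 Normalized to 6.5 mM cAMP, activity reflects EPAC1-catalysed release of BODIPY-GDP from Rap1B, followed kinetically over 30 min at 480 nm excitation, 540 nm emission. Reaction contained 100 nM EPAC1, 250 nM Rap1B-BODIPY-GDP, 50 uM GDP.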
# WRN helicase inh: qHTS for Inhibitors of WRN Helicase. WRN helicase unwinding, fluorescent forked duplex, kinetic. Potency, µM (titrated, usually from 114 µM), for the others: at the top dose activity change, negative = inhibition, usual class: inhibitors. hit rate 0.46% among 360,000. AID 651768, 2012; also: potency is read from the fitted curve at half-maximal effect; % is scaled to controls: 0 for no effect and ±100 for the full control effect; nearly all actives have a fitted effect of over 55% in size
#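 Kinetic fluorescence helicase assay: unwinding of a quenched forked DNA duplex (100 nM final) with 2 mM ATP final raises red fluorescence (525/598 nm). Compounds sat 15 min at room temperature with 20 nM WRN beforehand.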
# PLK1 PBD block: qHTS for Inhibitors of PLK1-PDB (polo-like kinase 1 - polo-box domain): Primary Screen; Plk1 PBD binding of FITC phosphopeptide, fluorescence polarization; Potency, µM, inactives show max response, negative = inhibition, hits mostly inhibitors; hit rate 2.8% among 360,000; also: potency is read from the fitted curve at half-maximal effect; series mostly up to about 57 µM; % is scaled to controls: 0 for no effect and ±100 for the full control effect; nearly all actives have a fitted effect of over 65% in size
# Target sequence (P53350 whole entry, looked up, the tested form may be a part): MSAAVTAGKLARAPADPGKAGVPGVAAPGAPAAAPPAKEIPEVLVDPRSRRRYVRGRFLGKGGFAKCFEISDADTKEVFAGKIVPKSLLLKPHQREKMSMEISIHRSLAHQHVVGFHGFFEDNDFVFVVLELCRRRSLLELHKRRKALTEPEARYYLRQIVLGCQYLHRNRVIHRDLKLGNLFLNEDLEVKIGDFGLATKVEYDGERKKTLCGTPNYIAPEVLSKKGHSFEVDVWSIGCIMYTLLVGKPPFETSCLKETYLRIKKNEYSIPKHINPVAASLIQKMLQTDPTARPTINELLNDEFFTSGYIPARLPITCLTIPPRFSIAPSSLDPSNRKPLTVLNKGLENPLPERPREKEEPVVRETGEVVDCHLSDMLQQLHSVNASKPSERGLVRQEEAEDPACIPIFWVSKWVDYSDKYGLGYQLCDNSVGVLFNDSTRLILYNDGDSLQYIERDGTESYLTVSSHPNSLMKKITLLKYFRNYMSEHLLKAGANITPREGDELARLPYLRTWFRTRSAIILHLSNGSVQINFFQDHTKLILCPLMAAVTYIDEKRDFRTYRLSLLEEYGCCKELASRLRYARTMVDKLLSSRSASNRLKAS
# IL2 activator: qHTS of IL-2 Activators. IL-2 activation reporter assay, cell-based qHTS; stimulated with anti-CD3/CD4/CD28 beads; in transgenic mouse T cells. activation, % (series mostly up to about 46 µM). hit rate 0.065% among 360,000. AID 652025, 2013; in the data active = activation above about 50%; inconclusive = mostly about 30% to 49%; also: 0% is about no effect
#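 Unstimulated transgenic mouse T cells, 750 per well, received compound and, after 60 minutes, anti-CD3/anti-CD4 bead plus anti-CD28 stimulation. EGFP and DsRed were quantified after 18 hours.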
# EPAC1 antagonist: qHTS for Antagonist of cAMP-regulated guanine nucleotide exchange factor 3 (EPAC1): primary screen; AID 720709, 2013; Potency, µM (top dose mostly 115 µM), for the others: at the top dose activity change, negative = inhibition, hits mostly inhibitors; hit rate 0.14% among 360,000; Rap guanine nucleotide exchange factor 3 (Homo sapiens), O95398; EPAC1 GEF assay, Rap1b-BODIPY-GDP exchange fluorescence;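 also: potency is read from the fitted curve at half-maximal effect; plate controls were vehicle for no effect and positive control for full effect; nearly all actives have a fitted effect of over 50% in size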
# EPAC2 agonist: qHTS for Agonist of cAMP-regulated guanine nucleotide exchange factor 4 (EPAC2): primary screen | Rap guanine nucleotide exchange factor 4 (Homo sapiens), Q8WZA2 | EPAC2 activation, biochemical qHTS; response scale: 100% = 6.5 mM cAMP response | Potency, µM (series often up to 154 µM), for inactives: top-dose activation, actives largely listed as activators | hit rate 0.079% among 360,000 | AID 720711, 2013; also: potency is read from the fitted curve at half-maximal effect; nearly all actives have a fitted effect of over 50% in size
#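 Exchange assay: 100 nM EPAC2 with 250 nM Rap1B-BODIPY-GDP and 50 uM GDP. Fluorescence (ex 480/em 540 nm) read every 5 min for 30 min at room temperature. Data normalized to 6.5 mM cAMP as agonist control.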
# CCT chaperon mod: High-Throughput Screening for Modulators of Cytosolic Chaperonin Activity | purified chaperonin ATPase assay, HTRF ADP detection, 30 min | activity change, % (test concentration not listed), hits read low | hit rate 0.3% among 360,000; in the data active = activity change below about -30%; also: % is scaled to controls: 0 for no effect and ±100 for the full control effect
#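 TRiC at 40 or 20 nM final (batch-dependent) in 30 mM Tris pH 7.4, 100 mM KCl, 5 mM MgCl2, 1 mM DTT, with compound at single 76 uM and 10 uM ATP, 30 min at 37 deg C. ADP detected by HTRF Transcreener, 665/615 ratio.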
# * hit, by the source's call; ? = inconclusive; nt = not tested or not shown; [ ] = dose if it differs, or a comment. Unless noted, calls follow the shape of the dose curve; as a rule, active = well fitted curve in the direction sought with a large enough effect; inconclusive = small, poorly fitted or top-dose-only effect, or another doubt; inactive = no such curve, though single readings can be large; an effect the other way counts as inactive or inconclusive. These rows are one share of the data (hit frequency here may not be typical).
# Key to letters – A = PI5P4K alpha inh; B = EPAC1 agonist; C = WRN helicase inh; D = PLK1 PBD block; E = IL2 activator; F = EPAC1 antagonist; G = EPAC2 agonist; H = CCT chaperon mod
> C=CCN1C(c2ccc(Br)cc2)=CS/C1=C(\C#N)c1nnc(N2CCOCC2)n1-c1ccccc1
  A = -2	B = -6%	C = -13%	D = -2%	E = 0.1	F = -7%	G = 5%	H = -0.4

> CC1CCN(S(=O)(=O)c2cccc(C(=O)N(C)C3(C)CCS(=O)(=O)C3)c2)CC1 (stereo not given)
  A = 4	B = -4%	C = -2%	D = -2%	E = 3.1	F = -12%	G = 7%	H = -2.0

> C=C(C)COc1ccc(-c2nc(N)nc(C)c2-c2ccc(OC)cc2)c(O)c1
  A = -24	B = 16%	C = -33%	D = -13%	E = -0.4	F = -28%	G = 16%	H = -7.0

> O=C(CSCc1ccc(Br)cc1)NC1CC1
  A = 2	B = 4%	C = -2%[57.1 µM]	D = 0%	E = -2.1	F = ?	G = 2%	H = -0.8

> Cc1cc(NC(=O)CSc2cn(CC(=O)N(C(C)C)C(C)C)c3ccccc23)no1
  A = -8	B = -9%	C = 18%	D = -5%	E = -3.1	F = 3%	G = 5%	H = 4.1

> O=C(CN(CC1CCCO1)C(=O)CNS(=O)(=O)c1ccccc1)NCc1ccc(F)cc1 (stereo not given)
  A = 2	B = -2%	C = -3%	D = 6%	E = -3.6	F = 9%	G = 16%	H = -0.7

> COc1cc(OC)cc(C(=O)NCCCCCCNC(=O)c2cc(OC)cc(OC)c2)c1
  A = -9	B = 3%	C = -6%	D = 0%	E = -1.8	F = 6%	G = 4%	H = -1.7

> O=C(COc1ccc(S(=O)(=O)Nc2ccccc2)cc1)NCc1cccnc1
  A = -2	B = -1%	C = 7%	D = -5%	E = -2.0	F = 9%	G = 7%	H = 1.4

> COc1cc2c(cc1NC(=S)NC(=O)/C=C/c1ccco1)oc1ccccc12
  A = -10	B = -9%	C = 0%	D = -10%	E = -0.1	F = -3%	G = 6%	H = 1.9

> Cc1c(Cl)cccc1NC(=O)C1COc2ccccc2O1 (stereo not given)
  A = 7	B = 9%	C = -2%	D = -2%	E = -0.2	F = -15%	G = 9%	H = 0.4

> Cc1csc(Sc2nc3c(c(=O)[nH]c(=O)n3C)n2Cc2ccccc2Cl)n1
  A = ?	B = -2%	C = 14%	D = -6%	E = -0.8	F = 6%	G = 5%	H = -1.5

> CCc1nn(CC(=O)NCCN2CCN(C)CC2)c(=O)c2cc3c(OC)cccc3n12
  A = 0	B = -9%	C = 6%	D = 3%	E = -0.4	F = -15%	G = 0%	H = -1.0

> CCOc1ccc(/C=N/NC(=O)COc2ccccc2-c2ccccc2)cc1
  A = -16	B = 3%	C = -10%	D = -2%	E = 2.0	F = 10%	G = -5%	H = -0.9

> O=C(Nc1ccccc1Cl)c1ccccc1Cc1ccccc1
  A = 1	B = 7%	C = -8%	D = 5%	E = -3.4	F = -22%	G = 27%	H = -4.2

> CCc1ccc(OCC(=O)NNC(=O)CSc2nnc(-c3ccc(C)cc3)n2C)cc1
  A = 13	B = 1%	C = -17%	D = 4%	E = 1.5	F = 1%	G = 2%	H = -1.2

> COC(=O)c1cn(NC(=O)COc2ccc(Cl)cc2)c(=O)c2ccccc12
  A = 8	B = 8%	C = -9%	D = -12%	E = -3.8	F = -6%	G = 2%	H = 1.8

> CCOC(=O)c1c(C)n(C)c2ccc(OCC(O)CN(CC)CC)cc12 (stereo not given)
  A = 2	B = -2%	C = -3%	D = -4%	E = -3.1	F = 0%	G = 18%	H = -1.1

> CCN(C(=S)Nc1cc(S(=O)(=O)N2CCOCC2)ccc1Cl)c1cccc2ccccc12
  A = -1	B = 16%	C = -21%	D = -12%	E = 0.9	F = 5%	G = 2%	H = -0.5

> COc1ccc(/C=N/n2cnnc2)cc1COc1ccccn1
  A = nt	B = -8%	C = 5%	D = -3%	E = 0.6	F = 6%	G = 2%	H = -0.5

> CC(C)c1ccc(/C=C/C(=O)N2CCCCCC2)cc1
  A = 1	B = 1%	C = 3%	D = -2%	E = -0.2	F = -4%	G = -2%	H = -0.4

> CCn1nnc(NC(=O)c2ccc(-c3ccccc3[N+](=O)[O-])o2)n1
  A = -1	B = 5%	C = -6%	D = -2%	E = -0.1	F = -13%	G = 7%	H = 1.2

> O=C(CN1CCc2ccccc21)NC(=O)NCc1ccco1
  A = -10	B = 0%	C = 6%	D = -28%	E = -4.4	F = -2%	G = -1%	H = 0.0

> C/C(=N\NC(=S)NCc1ccccc1)c1ccco1
  A = -3	B = 13%	C = -3%	D = ?	E = -1.0	F = -1%	G = -5%	H = -1.3

> O=C(Nc1ccc(OCCO)cc1)c1csc([C@@H]2C[C@H](O)[C@@H](CO)O2)n1
  A = -3	B = -11%	C = -4%	D = -2%	E = -0.3	F = 1%	G = -2%	H = 0.6

> COc1cccc(N(C(=O)c2csnn2)C(C(=O)NC2CCCC2)c2ccccc2)c1 (stereo not given)
  A = 2	B = 8%	C = 0%	D = -7%	E = 1.5	F = -1%	G = -2%	H = 0.3

# The results go on:
# The line under a structure holds: PI5P4K alpha inh | EPAC1 agonist | WRN helicase inh | PLK1 PBD block | IL2 activator | EPAC1 antagonist | EPAC2 agonist | CCT chaperon mod
O=C(COC(=O)c1c(Cl)cccc1Cl)Nc1cccc(S(=O)(=O)NC2=NCCCCC2)c1
 : 3 | 6% | -6% | 6% | 0.9 | 4% | 6% | -0.7
CC12C(=O)N(n3cnnc3)C(=O)C1C1C=CC2C1 (stereo not given)
 : nt | -2% | 0% | -1% | 7.3 | 11% | -6% | -0.6
CC1=C/C(=C\c2ccc(Br)o2)C(=O)O1
 : ? | 19% | 20µM* | 19µM* | 7.4 | -4% | 16% | -2.2
CC(C)NC(=O)c1ccc2sc([C@H]3C[C@H](O)[C@@H](CO)O3)nc2c1
 : 3 | -1% | -4% | 4% | 0.3 | 13% | 5% | 0.0
CCOC(=O)c1cnc(-n2nc(C)cc2C)nc1NC
 : nt | -1% | -2% | -5% | -2.6 | 5% | 12% | -0.7
CCc1cc2c(=O)n(Cc3ccco3)c(SCC(=O)N(C)C3CCS(=O)(=O)C3)nc2s1 (stereo not given)
 : -28 | 7% | -13% | ? | 0.7 | -7% | -10% | 1.7
COc1ccc(OC)c(N=c2oc3cc(O)ccc3cc2C(N)=O)c1
 : nt | -10% | -8% | -2% | 0.1 | -8% | 13% | -0.2
CCOC(=O)c1ccc(NC(=O)c2nc[nH]c2C(=O)N[C@@H](CC(C)C)C(=O)OC(C)(C)C)cc1
 : 14 | -36%[inhibitor] | -14% | -19% | -0.5 | -17% | -12% | -1.2
O=C1CC(N(O)C2CC(=O)N(Cc3ccccc3)C2=O)C(=O)N1Cc1ccccc1 (stereo not given)
 : -13 | 3% | -9% | 24µM* | -3.4 | 0% | -8% | -1.4
Cc1ccc(-n2c(SCC(=O)NCCN3C(=O)CSC3=O)nnc2-c2ccccc2F)cc1
 : -1 | 1% | -20% | 3% | 0.9 | 6% | -1% | -0.3
ONC(=Nc1ccc(Cl)cc1)c1ccccc1
 : -4 | 0% | -4% | -2% | 2.0 | 0% | 1% | -1.3
COc1ccccc1CN1CN(S(=O)(=O)c2ccccc2)c2nc3ccccc3nc21
 : 1 | 12% | -5% | ? | -1.8 | -16% | 7% | -2.1
CCOc1ccc(Br)cc1S(=O)(=O)Nc1ccccc1N1CCOCC1
 : 5 | 8% | -12% | 3% | -1.1 | 4% | 2% | -1.7
O=C1CCc2ccc(NS(=O)(=O)c3ccc(F)cc3)cc2N1
 : -11 | 0% | -3% | -8% | 0.2 | -6% | 7% | 3.1
Cc1ccc(NC(=O)Cn2c(O)c(N=NS(=O)(=O)c3ccc(C)cc3)c3ccccc32)cc1
 : ? | 23% | -9% | 27µM* | 0.4 | -24% | 1% | -2.8
CN(C(=O)COC(=O)c1ccc([N+](=O)[O-])cc1Cl)C1CCCCC1
 : -4 | 1% | -3% | 5% | -0.6 | -7% | 9% | -3.8
O=[N+]([O-])c1ccc(COc2cccc(CNc3ccc(Br)cc3)c2)cc1
 : 3 | -1% | -3% | -4% | -1.4 | -19% | 6% | 0.0
CN(C)CCn1c(=O)n(Cc2ccccc2)c(=O)c2c3c(sc21)CCCCC3
 : 6 | 7% | 1% | 5% | -3.1 | -1% | 12% | -2.4
Clc1nccnc1-c1ccccc1
 : 5 | 11% | 5% | 8% | 0.3 | 16% | -2% | -4.4
CCCCCc1nnc(NC(=O)c2ccc(N3CCCC3=O)cc2)s1
 : -23 | 4% | -5% | 1% | -2.8 | -1% | 8% | -0.8
Cc1ccccc1OCc1nnc(SCC(=O)N2c3ccccc3Sc3ccc(Cl)cc32)o1
 : 2 | 4% | -4% | -3% | -0.8 | 3% | 7% | -1.6
Cc1cc(NC(=O)CO/N=C/c2ccc3c(c2)OCO3)ccc1Br
 : 0 | 1% | -3% | -6% | -0.1 | -22% | -2% | -1.1
COc1ccc(NC(=O)CC(C)CC(=O)NCc2ccccc2)c(OC)c1 (stereo not given)
 : 7 | 10% | 2% | -5% | -0.2 | 15% | 1% | 2.7

# Profiles from above.
# Cc1cc(NC(=O)CO/N=C/c2ccc3c(c2)OCO3)ccc1Br is listed as PI5P4K alpha inh: 0; EPAC1 agonist: 1%; WRN helicase inh: -3%; PLK1 PBD block: -6%; IL2 activator: -0.1; EPAC1 antagonist: -22%; EPAC2 agonist: -2%; CCT chaperon mod: -1.1
# COc1ccc(OC)c(N=c2oc3cc(O)ccc3cc2C(N)=O)c1 is listed as PI5P4K alpha inh: nt; EPAC1 agonist: -10%; WRN helicase inh: -8%; PLK1 PBD block: -2%; IL2 activator: 0.1; EPAC1 antagonist: -8%; EPAC2 agonist: 13%; CCT chaperon mod: -0.2
# Cc1ccc(-n2c(SCC(=O)NCCN3C(=O)CSC3=O)nnc2-c2ccccc2F)cc1 is listed as PI5P4K alpha inh: -1; EPAC1 agonist: 1%; WRN helicase inh: -20%; PLK1 PBD block: 3%; IL2 activator: 0.9; EPAC1 antagonist: 6%; EPAC2 agonist: -1%; CCT chaperon mod: -0.3
